# Compound activity from PubChem.
# MrgX1 PAM: human MrgX1 positive allosteric modulation, primary screen. Q96LB2. MrgX1-HEK293, Fluo-4 calcium flux, FDSS; active compounds read high. B-score at 10 µM. hit rate 0.63% among 310,000;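 active = plate-corrected calcium response at least 3 library SD above typical, normal starting fluorescence, not activating the receptor alone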;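 also: compound read alongside a low EC10 to EC30 dose of BAM8-22 agonist; peak minus trough fluorescence over baseline measured at the second addition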
# Target sequence (Q96LB2 whole entry, looked up): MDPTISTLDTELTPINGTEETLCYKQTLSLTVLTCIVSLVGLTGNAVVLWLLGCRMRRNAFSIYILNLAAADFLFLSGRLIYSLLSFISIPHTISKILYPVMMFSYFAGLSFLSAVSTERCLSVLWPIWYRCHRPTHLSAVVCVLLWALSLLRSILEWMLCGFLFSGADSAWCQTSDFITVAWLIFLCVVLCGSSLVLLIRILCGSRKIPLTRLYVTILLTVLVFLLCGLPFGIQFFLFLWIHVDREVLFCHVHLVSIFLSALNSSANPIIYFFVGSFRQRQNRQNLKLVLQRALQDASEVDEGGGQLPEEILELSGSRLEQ
# MrgX1 antagonist: human MrgX1 receptor antagonism, primary screen. Q96LB2. MRGX1-HEK293 calcium flux, Fluo-4, BAM8-22 antagonism; active compounds read low. B-score at 10 µM. hit rate 1.3% among 310,000. AID 588676;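 active = calcium-response B-score plate-corrected more than 3 library SD below zero, starting fluorescence within 5 deviations, no agonist response on first addition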;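 also: peak minus trough fluorescence over baseline after final BAM8-22 challenge near maximal dose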
# TMEM16A inh: inhibitors of mouse TMEM16A calcium-activated chloride channel. Q8BHY3. HEK293 TMEM16A/YFP iodide influx fluorescence, ionomycin. normalized B-score (activity score, 25-100; higher = stronger inhibition) at 10 µM. hit rate 1.2% among 310,000;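 active = ratio plate-corrected score three or more library SD toward inhibition, starting fluorescence score within five deviations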;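 also: score derived from kinetic fluorescence span divided by baseline fluorescence per well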
# TMEM16A act: mouse TMEM16A channel activation, primary screen. Q8BHY3. HEK293 TMEM16A/YFP-H148Q/I152L, iodide quench fluorescence; active compounds read low. B-score at 10 µM. hit rate 0.3% among 340,000. AID 623877;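 active = fluorescence-ratio B-score plate-corrected deviation score at least 3 library SD below zero, with starting fluorescence score within 5 deviations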;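 also: channel opened by trigger with iodide after compound preincubation; score built on the fluorescence ratio of max minus min over baseline; more negative score means more quench and so TMEM16A activation or potentiation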
# TRPC6 act: activators of mouse TRPC6 channel; Q61143; HEK293-TRPC6 membrane potential dye fluorescence; active compounds read high; B-score at 10 µM; hit rate 0.13% among 310,000;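 active = B-score of the integrated fluorescence ratio above library mean plus 3 SD, and starting fluorescence ratio within library mean plus 5 SD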;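 also: higher score means more depolarization so channel activation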
# TRPC4 inh: inhibitors of mouse TRPC4 channel; HEK293 TRPC4beta/mu-opioid, DAMGO-evoked Fluo4 calcium flux; active compounds read low; B-score at 10 µM; hit rate 0.39% among 300,000; AID 2247;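 active = B-score over 3 SD under the library average, no early fluorescence shift, positive overall ratio signal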
#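 Material: HEK293 cells with stable TRPC4beta plus mu-opioid receptor expression / Probe or stimulus: DAMGO in two steps, submaximal then maximal / Compound: single concentration per test compound / Technique: kinetic Fluo4 fluorescence imaging of calcium influx / Read-out: per-well B score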
# TRPC6 inh: inhibitors of mouse TRPC6 channel; AID 2553; B-score at 10 µM; HEK293-TRPC6, membrane potential dye, ACh-evoked depolarization; active compounds read low; hit rate 1.1% among 310,000;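 active = B-score under library mean minus 3 SD, initial fluorescence not abnormally high, positive integrated signal ratio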;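 also: B-score derived from integrated fluorescence ratio over the kinetic read; more negative B-score means stronger inhibition of depolarization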
# TRPC4 PAM: allosterically enhances the mouse TRPC4 cation channel; hit rate 0.42% among 310,000; Q9QUQ5; B-score at 10 µM; HEK293 TRPC4beta/mu-opioid, DAMGO EC20, Fluo-4 Ca2+ flux; active compounds read high;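 active = B-score of calcium response area above 5 SD of library B-scores, with initial fluorescence ratio within 5 SD of library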;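 also: B-score of integrated fluorescence ratio over time as area under calcium response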
# SKKanGAS inh: SKKanGAS growth inhibition; S. pyogenes SKKanGAS, kanamycin growth, BacTiter-Glo, 6 h; inhibition, % at 7.5 µM; hit rate 1.3% among 300,000;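 active = mean replicate score, as percent of positive control median, at least 50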;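 also: strain carries kanamycin resistance gene driven by streptokinase promoter and grows in 40 µg/ml kanamycin; loss of luminescence reflects streptokinase promoter inhibition or plain growth inhibition; 0% = median of DMSO wells and 100% = positive control at its reference dose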
# TRPC4 agonist: activators of mouse TRPC4 channel; hit rate 0.49% among 310,000; B-score at 10 µM; Q9QUQ5; HEK293 TRPC4beta/mu-opioid, Fluo4 calcium fluorescence; active compounds read high;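 active = B-score above 5 SD of library B-scores, and initial fluorescence ratio not above library mean plus 5 SD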;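 also: positive B-score marks a calcium rise read as TRPC4 activation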
#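 Assay system: HEK293 cells stably co-expressing mouse TRPC4beta and mu-opioid receptor / Timing: Fluo4 dye loading 45 min at room temperature, 110 s recording / Signal: Fluo4 calcium-sensitive dye fluorescence, kinetic, 1 Hz baseline / Read-out: integrated baseline-normalised fluorescence ratio, converted to per-well B score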
# MrgX1 agonist: agonists of human MrgX1 receptor | hit rate 0.44% among 310,000 | MrgX1-HEK293 cells, Fluo-4 calcium fluorescence, agonist mode; active compounds read high | Q96LB2 | B-score at 10 µM;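 active = calcium response B-score plate-corrected fluorescence ratio at least 3 library SD, with starting fluorescence B-score inside 5 SD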
#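 Material – MrgX1-expressing HEK293 cells · Input – 15,000 cells seeded per well · Dosing – compound as first of three additions · Times – overnight seeding, then 1 h dark dye loading · Measured by – kinetic Fluo-4 NW fluorescence of intracellular calcium · Read-out – B-scored fluorescence response ratio · Benchmarks – positive and negative control wells on each plate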
# Starred values were filed as active, the others as inactive; i = inactive; nt = not tested or not shown.
SMILES,MrgX1 PAM,MrgX1 antagonist,TMEM16A inh,TMEM16A act,TRPC6 act,TRPC4 inh,TRPC6 inh,TRPC4 PAM,SKKanGAS inh,TRPC4 agonist,MrgX1 agonist
Cc1ccccc1OCC(=O)Nc1sc2c(c1C#N)CC(C)(C)NC2(C)C,i,i,i,i,i,i,i,i,2,i,i
CC(C)c1ccc(NC(=O)c2cccnc2)cc1,i,i,i,i,i,i,i,i,1,i,i
O=C(COC(=O)Cc1ccc(Cl)cc1Cl)Nc1ccc(OC(F)F)cc1,i,i,i,i,i,i,i,i,-8,i,i
COC(C/C=C\C(=O)COCc1ccccc1)OC,i,i,i,nt,i,i,i,i,11,i,i
Cc1ccc(NC(=O)CSc2nc3c(c(=O)[nH]2)CN(Cc2ccc(F)cc2)CC3)cc1C,i,i,i,-12*,i,i,i,i,0,i,i
Cc1ccc(NC(=O)CCc2c[nH]c3ccccc23)nc1,i,i,i,i,i,i,i,i,0,i,i
Cc1ccc(Nc2cnn(C34CC5CC(CC(CC(=O)O)(C5)C3)C4)c(=O)c2Cl)c(Cl)c1,i,i,i,i,i,i,i,i,-1,i,i
O=C(/C=C\Nc1cccc(F)c1)c1ccc2c(c1)OCO2,i,-4.7*,i,i,i,i,i,i,1,i,i
O=C(C1CCCC1)N1CCC(CO)(Cc2ccccc2Cl)CC1,i,i,i,i,i,i,i,i,5,i,i
Cc1ccc(C(=O)c2ccccc2C(=O)OCC(=O)Nc2cccc([N+](=O)[O-])c2)cc1,i,i,i,i,i,i,-6.5*,i,-11,i,i
CCOC(=O)C1CCN(C(=O)Nc2ccc(OC(F)(F)F)cc2)CC1,i,i,i,i,i,i,i,i,0,i,i
c1ccc2c(c1)ncn2-c1ncnc2sc3c(c12)CCCC3,i,i,i,i,i,i,i,i,-10,i,i
Cc1cc(C)cc(NC(=O)Nc2cnccn2)c1,i,i,i,i,i,i,i,i,0,i,i
Cc1ccccc1CN(C)CC(=O)Nc1ccccc1-c1ccccc1,i,i,i,i,i,i,i,i,53*,i,i
O=C(COc1ccccc1O)Nc1ccc(Cl)cc1,i,i,i,i,i,i,i,i,-1,i,i
O=C(Nc1ccccc1NC(=O)c1ccccc1F)c1ccccc1F,i,i,i,i,i,i,i,i,0,i,i
O=C(CN1C(=O)C(=O)c2ccccc21)NCCc1ccccc1,i,i,i,i,i,i,i,i,4,i,i
COC(=O)CCC(=O)OC1(C)C(=O)C=C2C=C3CCCN3C=C2C1=O (configuration not stated),i,i,i,i,i,i,i,i,3,i,i
CCOC(=O)c1sc(N/N=C/c2ccc(N(C)C)cc2)nc1C,i,i,i,i,i,i,i,i,0,i,i
Cc1ccnc(NC(=O)CC(c2ccccc2)c2ccccc2)n1,i,i,i,i,i,i,i,i,3,i,i
C=CCOn1c(=O)c(-c2ccc(OC)c(OC)c2)[n+]([O-])c2ccccc21,i,i,i,i,i,i,i,i,-8,i,i
O=S(=O)(c1ccccc1)c1nc(-c2ccco2)oc1Nc1ccccc1,i,i,i,i,i,i,i,i,0,i,i
CN1CCN(C(=S)SCc2nc(N)nc(Nc3ccc(F)cc3)n2)CC1,i,i,i,i,i,i,i,i,-14,i,i
COc1cccc(-c2nn[nH]n2)c1O,i,i,i,i,i,i,i,i,3,i,i
O=C1CCCC2=C1C1(CCCCC1)N=C(Nc1nc3ccccc3s1)N2,i,i,i,i,i,i,i,i,nt,i,i
O=C(CCCn1c(=O)[nH]c2cc(Cl)ccc2c1=O)NCCCN1CCCC1,i,i,i,i,i,i,i,i,0,i,i
O=C(NCC1CCCO1)C1CCC(=O)N1Cc1ccc(F)cc1 (configuration not stated),i,i,i,i,i,i,i,i,-4,i,i
COc1cccc([C@@H]2Oc3ccc(OC)cc3C(=O)[C@H]2OC(=O)N[C@H](C)C2CCCCC2)c1,i,i,i,nt,i,i,i,i,12,i,i
COc1ccc(OC)c(-c2cc(C(=O)N3CCCc4ccccc43)no2)c1,i,i,i,i,i,i,i,i,10,i,i
O=C(CN1CCc2ccccc21)NN1CC(=O)N(c2ccccc2)CC1=O,i,i,i,i,i,i,i,i,-5,i,i
O=C(CSc1nnnn1-c1cccc2c1CCCC2)NC1CCCC1,i,-4.5*,i,i,i,i,i,i,1,i,i
Cc1ccc(-c2cc(C(=O)N/N=C/c3ccccc3O)n[nH]2)o1,i,i,i,i,i,i,i,i,26,i,i
O=C(Nc1ccc2c(c1)OCO2)c1cc2n(n1)C(C(F)(F)F)CC(c1ccccc1)N2 (configuration not stated),i,i,i,i,i,i,i,i,21,i,i
COc1cc(-c2ccc(NC(=O)CN3CCC(C)CC3)c(OC)c2)ccc1NC(=O)CN1CCC(C)CC1,nt,nt,nt,i,i,i,i,i,17,i,nt
C=CCNC(=S)N/N=C/c1cn(C)c2ccccc12,i,i,i,i,i,i,i,i,-24,i,i
Cc1ccc(/C=N/n2c(-c3ccncc3)n[nH]c2=S)o1,i,i,i,i,i,i,i,i,5,i,i
O=C(Nc1ccc(Cl)cc1)c1csc(-c2ccncc2)n1,i,i,i,i,i,i,i,i,3,i,i
Cc1cccc(C)c1N1CCN(c2nc(N(C)C)oc(=O)c2C#N)CC1,i,i,i,i,i,i,i,i,24,i,i
O=C(/C=C/c1cccc(Cl)c1)Nc1ncccn1,i,i,i,i,i,i,i,i,2,i,i
CCOCCCn1c(=NC(=O)c2cccnc2)c(C(=O)OCC)cc2c(=O)n3ccccc3nc21,i,i,i,i,i,i,i,i,3,i,i
CSc1nsc(SCC(=O)Nc2nncs2)n1,i,i,i,i,i,i,i,i,-6,i,i
Cn1ccc(C(=O)OCC(=O)Nc2cccc(Cl)c2)n1,i,i,i,i,i,i,i,i,-3,i,i
COC(=O)C1=C(O)/C(=C\c2cc(C)n(-c3ccc(F)cc3)c2C)N=C1C,i,i,i,i,i,i,i,i,11,i,i
CCOC(=O)c1c(-c2ccccc2)nc2cc(C)ccn12,i,i,i,i,i,i,i,i,-1,i,i
CC(C)(C)OC(=O)NCCCCC1=CC2=CC(=O)C(C)(O)C(=O)C2=CO1 (configuration not stated),i,i,i,i,i,i,i,i,0,i,i
COc1ccccc1-c1c(C)nn2c(C)cc(C)nc12,i,i,i,i,i,i,i,i,1,i,i
O=CN1CCN(C(=O)C(=O)c2cn(CC(=O)N3CCCCC3)c3ccccc23)CC1,i,i,i,i,i,i,i,i,2,i,i
COc1ccc(CC(=O)N2CCN(c3ccccc3OC)CC2)cc1,i,i,i,i,i,i,i,i,10,i,i
COc1ccc(Cl)cc1NC(=O)Cn1c(=O)oc2ccccc21,i,i,i,i,i,i,i,i,-3,i,i
CCOc1ccc(NC(=O)CSc2nnc(C)n2CC2CCCO2)cc1 (configuration not stated),i,i,i,i,i,i,i,i,0,i,i
CCCc1cc(=O)oc2cc(OCC(=O)NC(Cc3ccc(Cl)cc3)C(=O)O)ccc12 (configuration not stated),i,i,i,i,i,i,i,i,3,i,i
COc1ccc(N/C=C\C(=O)c2ccc3ccccc3c2)cc1,i,i,i,i,i,i,i,i,8,i,i
CN(C)c1ccc(/C=C2\SC(=O)N(CC(O)Cn3c4ccccc4c4ccccc43)C2=O)cc1 (configuration not stated),i,i,i,i,i,i,i,i,8,i,i
O=C(CCCCCn1c(=S)[nH]c2ccc(N3CCOCC3)cc2c1=O)NC1CCN(Cc2ccccc2)CC1,i,i,i,i,i,i,i,i,0,i,i
Cc1cc(N2CCOCC2)n2nc(-c3cccc(F)c3)cc2n1,i,i,i,i,i,nt,i,i,-1,i,i
CCCS(=O)(=O)N1CCN(Cc2ccccc2OCC)CC1,i,i,i,i,i,i,i,i,3,i,i
COCCN(Cc1cc2cc(C)ccc2n2nnnc12)C(=S)Nc1cccc(C)c1,i,i,i,i,i,i,i,i,-2,i,i
CCn1c(O)c(C=Nc2ccccc2)oc1=S,i,i,i,nt,i,i,i,i,14,i,i
O=C(CNC(=O)c1ccco1)N/N=C/c1ccc(C(=O)O)cc1,i,i,i,i,i,i,i,i,-7,i,i
COc1ccccc1NC(=O)CSc1nc2ccccc2nc1N1CC(C)OC(C)C1 (configuration not stated),i,i,i,i,i,i,i,i,15,i,i

# (next part)
SMILES,MrgX1 PAM,MrgX1 antagonist,TMEM16A inh,TMEM16A act,TRPC6 act,TRPC4 inh,TRPC6 inh,TRPC4 PAM,SKKanGAS inh,TRPC4 agonist,MrgX1 agonist
Cc1ccc(C)c(OC(=O)c2cccnc2)c1,i,i,i,i,i,i,i,i,-1,i,i
COc1cc(C(=O)N2CCN(Cc3ccccn3)CC2)cc(OC)c1OC,i,i,i,i,i,i,i,i,4,i,i
CN(Cc1ccccc1)C(=O)c1nc2ccccn2c1CNCCOc1cccnc1,i,i,i,i,i,i,i,i,-5,i,i
Nc1c(Cl)cc(Cl)cc1C(=O)OCC(=O)NC1CC1,i,i,i,i,i,i,i,i,10,i,i
COc1cc(C(=O)N2CCN(c3ccc(C)cc3C)CC2)cc(OC)c1OC,i,i,i,i,i,i,i,i,-6,i,i
CCOC(=O)C1(Cc2ccc(Cl)cc2)CCN(C(=O)c2cscn2)CC1,i,i,i,i,i,i,i,i,0,i,i
CCOC(=O)c1cnn(CCOC(=O)Cc2cccs2)c1NC(=O)Cc1cccs1,i,i,i,i,i,i,i,i,-2,i,i
O=[N+]([O-])c1ccc(CN2CCCCCC2)cc1,i,i,i,i,i,i,i,i,-1,i,i
O=[N+]([O-])c1ccc(/C=N/N2CCN(Cc3ccccc3)CC2)cc1,i,i,i,i,i,i,i,i,-1,i,i
O=C(CSc1ccc([N+](=O)[O-])cn1)Nc1ccc2c(c1)OCCO2,i,i,i,i,i,i,i,i,0,i,i
CCC(C)(NC(=O)c1ccccc1)C(=O)O (configuration not stated),i,i,i,i,i,i,i,i,6,i,i
Cc1ccc(C)c(CN2CCNC2=O)c1,i,i,i,i,i,i,i,i,1,i,i
Cn1c(CCN2CCN(c3ccccn3)CC2)nc2cc(NS(=O)(=O)c3ccc(Cl)cc3)ccc21,i,i,i,i,i,i,i,i,-1,i,i
